ERp5 inh – inhibitors of human ERp5. Q15084. ERp5 insulin aggregation, absorbance 650 nm, 90 min. inhibition, % at 9.99 µM. 350,000 tested, 0.05% active;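 active means mean replicate inhibition above about 25%, with every replicate also reaching it, limit read from the data, passing the limit was not always enough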
Target sequence (Q15084 whole entry, looked up): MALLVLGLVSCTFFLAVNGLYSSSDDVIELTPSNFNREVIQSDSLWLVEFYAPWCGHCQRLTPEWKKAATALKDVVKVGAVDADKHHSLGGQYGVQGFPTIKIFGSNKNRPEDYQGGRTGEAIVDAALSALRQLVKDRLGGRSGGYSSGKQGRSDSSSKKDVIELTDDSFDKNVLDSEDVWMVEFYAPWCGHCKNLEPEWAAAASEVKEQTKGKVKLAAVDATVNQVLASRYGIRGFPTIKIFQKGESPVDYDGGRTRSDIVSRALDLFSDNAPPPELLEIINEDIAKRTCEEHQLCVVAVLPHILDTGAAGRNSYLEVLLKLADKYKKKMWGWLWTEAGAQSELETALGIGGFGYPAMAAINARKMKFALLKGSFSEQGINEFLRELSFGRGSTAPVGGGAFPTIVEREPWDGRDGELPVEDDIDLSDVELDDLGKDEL
esBAF inh – blocks esBAF chromatin remodeling in mouse ES cells. Bmi1-luciferase knock-in reporter, 24 h; 100% = twice the neutral-well signal. reporter increase, % at 12.5 µM. 350,000 tested, 2% active. AID 602393; in the data active means activation above about 40%;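 further: 0% = median of the plate's neutral control wells and 100% = double that signal; a rise in the Bmi1 reporter signal indicates esBAF inhibition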
miR122 inh – miR-122 inhibition in Huh7 cells; 340,000 tested, 0.3% active; activation (reporter increase), % at 12.5 µM; Huh7 miR-122 Renilla luciferase sensor, 48 h; neutral wells = 0, positive control = 100; AID 602342;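 active means mean replicate activation score at least 90 and every replicate individually at or above 90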;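 further: higher luciferase means less miR-122 activity so hits act as miR-122 inhibitors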
ARNT TACC3 PPI – disruptors of human ARNT/TACC3 interaction; Q9Y6A5; AlphaScreen His-ARNT PAS-B/GST-TACC3 binding, luminescence; TACC3 fragment carries E629A point mutation; inhibition, % at 9.99 µM; 390,000 tested, 0.66% active;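 active means mean inhibition of replicates at least 50% and at least half of replicates each reaching 50%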;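 further: 0% = complete ARNT plus TACC3 wells and 100% = ARNT alone without TACC3; many hits fall short of the cut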
Cneo AK release – causes C. neoformans cell lysis | adenylate kinase release luminescence, 4 h; normalised: neutral wells 0, clomiphene wells 100 | AID 651654 | lysis activity, % at 15 µM | 360,000 tested, 0.2% active;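 active means mean lysis activity across replicates of at least 80%, whatever share of replicates individually reach that level; inactive means mean lysis activity below 80%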
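Assay system: C. neoformans cells. Amount: yeast cell density of 5 × 10^6 cells/mL. Technique: AK luminescence. Buffer or medium: YPD. Times: static 4 h at 37 °C with compound, 1 h detection. Dosing: single-point compound dose. Read-out: lysis from increased AK signal.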
SIRT5 block – inhibitors of human sirtuin-5 desuccinylase. Q9NXA8. Purified SirT5, succinyl-peptide AMC, trypsin-coupled fluorescence. inhibition, % at 15 µM. 330,000 tested, 1.1% active. AID 652115; in the data active means inhibition above about 15%
Target sequence (Q9NXA8 whole entry, looked up): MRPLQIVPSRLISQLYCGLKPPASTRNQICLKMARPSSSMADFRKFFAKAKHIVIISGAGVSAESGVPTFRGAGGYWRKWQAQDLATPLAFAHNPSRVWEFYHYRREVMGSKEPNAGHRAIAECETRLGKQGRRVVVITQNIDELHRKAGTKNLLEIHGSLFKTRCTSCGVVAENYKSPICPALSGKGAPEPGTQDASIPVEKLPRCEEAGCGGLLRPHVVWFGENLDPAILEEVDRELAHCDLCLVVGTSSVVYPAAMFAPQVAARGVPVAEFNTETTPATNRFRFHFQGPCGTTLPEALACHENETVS
Statin myotox sup – suppressors of simvastatin-induced myotoxicity in C2C12 myotubes; ATP luminescence, 48 h; scaled: DMSO 0, geranylgeraniol control 100; 330,000 tested, 0.78% active; rescue of ATP level, % at 7.49 µM;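 active means mean ATP rescue above about 67%, or every replicate alone reaching that limit, limit read from the data, passing the limit was not always enough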;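 further: myotubes were challenged with 10 µM simvastatin during compound exposure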
* hit, by the source's call; . = no result given; & = joins results of further samples; [ ] = remark or other dose. An unsorted share of the library, and some 4% of all compounds hit somewhere here.

SMILES	ERp5 inh	esBAF inh	miR122 inh	ARNT TACC3 PPI	Cneo AK release	SIRT5 block	Statin myotox sup
Cc1c(NS(=O)(=O)c2cccc(C(=O)NCc3ccccc3)c2)c(=O)n(-c2ccccc2)n1C	.	-5.4	-14.2	-10.4	1.3	.	4.5
C=CCN1C(=O)/C(=C\c2ccc(OC(=O)c3ccco3)c(OC)c2)SC1=S	2.9	5.2	1.7	-7.0	-1.7	1.9	1.7
COc1ccc(NC(=O)N(C)C[C@H]2Oc3ccc(NS(=O)(=O)c4ccc(C)cc4)cc3CC(=O)N([C@H](C)CO)C[C@@H]2C)cc1	.	-0.6	7.5[16.7 µM]	.	.	.	-21.6
COCc1cc(C)nc2sc(C(=O)Nc3nccs3)c(N)c12	1.2	55.7*	-4.4	0.0	0.1	-0.2	-1.0
CC=Cc1ccc2n(c1=O)C[C@@H]1[C@@H](CO)[C@H](C(=O)NCCC)N(Cc3cccc(F)c3)[C@H]21 (mixture of isomers)	13.3	2.3	-4.2[16.7 µM]	2.4	-0.7	-6.2	7.4
Cc1ccc(S(=O)(=O)NCCNC(=O)N2CCOCC2)cc1	.	-8.7	4.1	-3.4	3.1	.	-0.1
CC(C)C[C@H]1CN([C@@H](Cc2ccccc2)CN2CCC[C@@H]2CN2C(=O)C(=O)NC[C@@H]2Cc2ccccc2)C(=O)C(=O)N1CCc1ccccc1	-1.2	-17.5	4.4	.	-1.1	-0.3	-2.7
O=C(Oc1cccc2cccnc12)c1cccc([N+](=O)[O-])c1	-1.3	.	.	12.2	.	0.5	.
CCOC(=O)c1cn(Cc2ccc(Br)cc2)nn1	.	2.5	-7.1	-1.9	1.5	.	-4.4
O=C(CCc1ccccc1)n1nc(-c2ccccc2)nc1NCc1ccco1	1.5	.	.	-8.2	.	-2.5	.
C[C@@H]1CN([C@H](C)CO)C(=O)c2cccc(NC(=O)Nc3cccc4ccccc34)c2O[C@H]1CN(C)S(=O)(=O)c1ccc(F)cc1	3.0	0.9	-4.9[16.7 µM]	.	.	5.0	-17.7
COc1cc(CC(=O)NCc2ccco2)cc(OC)c1OC	.	-3.9	-1.1	-4.7	-1.1	.	6.8
Cc1cc(=O)[nH]c(SCC2(O)C3CC4CC(C3)CC2C4)n1 (stereo unspecified)	.	-4.0	61.5	10.2	0.9	.	113.1*
Cc1noc(C)c1S(=O)(=O)Nc1ccc2c(c1)C(=O)N([C@H](C)CO)C[C@H](C)[C@H](CN(C)C(=O)CCCN(C)C)OCCCC[C@@H](C)O2	.	-5.1	0.1[16.7 µM]	-2.6	-11.5	.	.
Cc1sc(NC(=O)c2ccco2)c(C(c2ccncc2)N2CCOCC2)c1C (stereo unspecified)	.	0.6	-4.9	-2.0	-0.3	.	-29.0
COc1ccc([N+](=O)[O-])cc1NC(=O)CCCOc1ccccc1	.	10.9	4.6	-3.2	1.7	.	12.8
NC(=O)NC(CC(=O)NCCc1ccc(S(N)(=O)=O)cc1)c1ccc(Cl)cc1 (stereo unspecified)	6.7	3.7	-1.6	-0.4	-4.7	1.5	7.4
C[C@@H]1CN([C@@H](C)CO)C(=O)Cc2cc(NC(=O)C3CC3)ccc2O[C@H]1CN(C)Cc1ccc(C(=O)O)cc1	10.0	-0.5	1.2[16.7 µM]	-4.4	12.2	-3.5	7.6
Cc1nc(Nc2cccc(C(F)(F)F)c2)nc2c1C(=O)CC(C)C2 (stereo unspecified)	.	-1.2	-2.3	-4.5	2.1	.	6.9
COc1ccc(CNC(=O)CN2CCC(NC(=O)c3ccccc3C)CC2)cc1	0.0	1.0	.	1.4	4.0	3.3	-7.2
NC1=NC(=Nc2cccc(S(=O)(=O)N3CCOCC3)c2)c2ccccc21	-0.5	4.2	-2.2	2.5	0.4	-1.8	-0.1
C[C@@H]1CCCCO[C@@H](CN(C)Cc2ccc(C(=O)O)cc2)[C@@H](C)CN([C@H](C)CO)C(=O)c2cc(NC(=O)NC3CCCCC3)ccc2O1	1.1	3.3	1.2[16.7 µM]	4.1	3.7	-2.3	.
CN1CCN(c2ccc(CNC(=O)c3ccc(-c4ccc(F)c(F)c4)c4ccoc34)cc2)CC1	4.2	-6.4	2.9	.	13.3	.	-4.0
CC(C)(C)c1ccc(C(=O)O[C@H]2[C@H](Cc3ccccc3)NS(=O)(=O)[C@H]3C[C@@H]4C=C[C@]23O4)cc1	3.5	-11.6	2.4	-0.8	-3.0	.	12.8
CC(C)(C)[C@@H]1CCC(=O)N(CC[C@H](Sc2ccccc2)c2ccccc2)CC1	-1.5	5.5	-1.6	.	2.7	13.4	3.9
COc1cccc(C(=O)Nc2cc(=O)n(C)c(=O)n2C)c1OC	-0.2	-0.3	-3.8	-0.3	-1.0	-2.3	-6.3
O=C(Cc1ccccc1[N+](=O)[O-])OCC(=O)N1CCN(c2ccccc2)CC1	3.8	.	.	0.4	.	-2.2	.
COc1ccccc1N(CC(O)CN1CCCC1)S(=O)(=O)c1ccccc1 (stereo unspecified)	-1.0	-0.2	-7.4	5.3	-2.4	-4.8	-12.2
O=C(CCN1C(=O)/C(=C/c2cccc(Br)c2)SC1=S)NNC(=O)c1cccnc1	-0.3	-2.3	1.1	3.1	-5.8	-0.2	-1.9
COc1ccc(NC(=O)Nc2ccc3c(c2)C(=O)N([C@@H](C)CO)C[C@H](C)[C@H](CN(C)Cc2ccc(C(F)(F)F)cc2)OCCCC[C@H](C)O3)cc1	-8.6	-1.3	8.0[16.7 µM]	1.5	0.8	-1.8	42.5

Shown in CSV form: entries from further up
SMILES,ERp5 inh,esBAF inh,miR122 inh,ARNT TACC3 PPI,Cneo AK release,SIRT5 block,Statin myotox sup
C[C@@H]1CCCCO[C@@H](CN(C)Cc2ccc(C(=O)O)cc2)[C@@H](C)CN([C@H](C)CO)C(=O)c2cc(NC(=O)NC3CCCCC3)ccc2O1,1.1,3.3,1.2[16.7 µM],4.1,3.7,-2.3,.
CN1CCN(c2ccc(CNC(=O)c3ccc(-c4ccc(F)c(F)c4)c4ccoc34)cc2)CC1,4.2,-6.4,2.9,.,13.3,.,-4.0
CC(C)(C)c1ccc(C(=O)O[C@H]2[C@H](Cc3ccccc3)NS(=O)(=O)[C@H]3C[C@@H]4C=C[C@]23O4)cc1,3.5,-11.6,2.4,-0.8,-3.0,.,12.8
CC(C)(C)[C@@H]1CCC(=O)N(CC[C@H](Sc2ccccc2)c2ccccc2)CC1,-1.5,5.5,-1.6,.,2.7,13.4,3.9
COc1cccc(C(=O)Nc2cc(=O)n(C)c(=O)n2C)c1OC,-0.2,-0.3,-3.8,-0.3,-1.0,-2.3,-6.3

More records follow:
SMILES	ERp5 inh	esBAF inh	miR122 inh	ARNT TACC3 PPI	Cneo AK release	SIRT5 block	Statin myotox sup
CCN(CC)S(=O)(=O)c1ccc(C)c(N=C=S)c1	2.6	-6.0	-3.1	-12.6	.	0.4	7.6
COc1ccc(OCCOCCN2CCN(C)CC2)cc1	-3.9	-17.2	0.6	-7.2	1.5	-2.2	26.4
CCC(=O)N[C@@H]1C=C[C@H](CC(=O)NCC2CCCCC2)O[C@H]1CO	0.1	5.3	-1.4[16.7 µM]	-21.6	87.1*	-4.2	-15.9
COc1ccc(CCNc2ncnc3sccc23)cc1OC	7.1	.	.	1.9	.	-3.2	.
CC(=O)c1cccc(NC(=O)c2ccc(N(Cc3ccccc3C)S(C)(=O)=O)cc2)c1	.	0.3	-4.2	-15.7	4.2	.	2.4
Cc1c(NC(=O)COC(=O)c2cccn2C)c(=O)n(-c2ccccc2)n1C	7.3	-8.4	-7.2	.	.	8.1	7.0
Cc1noc(C)c1S(=O)(=O)Nc1ccc2c(c1)CC(=O)N([C@@H](C)CO)C[C@@H](C)[C@H](CN(C)Cc1ccc(Cl)c(Cl)c1)O2	9.4	-3.7	-18.2[16.7 µM]	36.6	-1.6	4.5	19.0
CCN(CC)c1ccc(N=C2C(=O)Nc3ccccc32)cc1	-7.1	5.7	0.2	32.1	0.2	-1.3	-318.1
C[C@@H]1CN([C@H](C)CO)C(=O)CCCn2nncc2CO[C@@H]1CN(C)S(=O)(=O)c1ccc(-n2cccn2)cc1	0.7&0.5	-2.6&-2.1	-4.5	7.3	-0.2&7.8	-0.4&-5.4	5.5&-15.8
O=c1cc(C(F)(F)F)nc(-c2ccccc2OC(F)(F)F)[nH]1	3.1	1.9	.	-0.1	-2.4	2.6	-2.4
COc1ccc(-c2oc3ccc(-c4cc(OC)c(OC)c(OC)c4)cc3c2C#Cc2ccccn2)cc1	-2.8	5.5	-5.9	-6.6	1.7	.	-6.4
Cc1cc(N=Cc2c(O)ccc3ccccc23)no1	.	-3.8	-2.5	-2.5	-1.6	.	10.7
CC(C)CC#Cc1ccc2c(c1)O[C@H](CN(C)C(=O)C1CCCCC1)[C@@H](C)CN([C@H](C)CO)S2(=O)=O	-4.2	4.4	40.8[16.7 µM]	14.1	0.7	21.5*	-7.0
COc1ccccc1-n1cnc2cc(NCc3ccco3)ccc21	.	12.5	74.3	.	2.3	.	73.3*
CCCC#Cc1ccc2c(c1)O[C@@H](CN(C)CC1CC1)[C@@H](C)CN([C@@H](C)CO)S2(=O)=O	4.8	-17.3	-5.3[16.7 µM]	3.4	8.6	-0.9	-9.9
COc1ccc(CCNS(=O)(=O)c2ccc3c(c2)OCCO3)cc1	-4.8	-6.7	41.8	-5.8	0.0	-4.6	9.9
COCCCNC(=O)Cn1cc2c(n1)CCCCC2	2.0	-6.2	-6.2	1.3	-0.2	.	13.3
C=CCC1NS(=O)(=O)OC(COC)C1C (stereo unspecified)	3.9	-2.0	1.0	0.3	-0.2	-1.0	-4.0
C=C(C)c1cccc(C(C)(C)NC(=O)N2CCCC(C(N)=O)C2)c1 (stereo unspecified)	.	-0.9	9.8	0.2	0.7	.	.
O=C(Nc1cccc(Oc2ccc3c(c2)C(=O)NC3=O)c1)c1cccs1	-0.2	.	.	-3.2	.	1.7	.
Cc1csc(NC(=O)CSc2nnc(-c3ccoc3C)n2C(C)c2ccccc2)n1 (stereo unspecified)	8.0	1.6	3.6	11.8	-1.9	-2.8	5.1
Cc1ccc(N2CCN(CC(O)COc3cccc(C)c3)CC2)cc1 (stereo unspecified)	-2.8	-6.0	.	1.3	3.6	-1.1	34.7
O=C(CCN1C(=O)c2ccccc2C1=O)OCn1nnc2ccccc2c1=O	.	4.8	5.2	-10.7	0.2	.	0.1
COc1cc(OC)nc(Oc2ccccc2C(=O)Oc2ccc(F)cc2Cl)n1	0.0	-1.1	-0.2	-6.9	-0.9	-2.6	2.3
COc1ccc(C2(CNS(=O)(=O)c3ccc(C)cc3)CCOCC2)cc1	-3.7	3.9	-6.9	-7.0	-0.2	-12.7	-3.0
COc1ccccc1C(=O)NCCC(=O)Nc1ccncc1	7.0	-3.7	-2.5	1.2	0.3	-0.8	4.0
C[C@H]1CN([C@@H](C)CO)C(=O)c2cccc(NS(C)(=O)=O)c2O[C@H]1CN(C)Cc1ccc(C(F)(F)F)cc1	-3.5	-0.5	7.8[16.7 µM]	-0.2	-1.4	-0.1	11.2
O=C(O)CCn1ccnc1-c1ccccc1	.	3.8	.	8.1	3.3	.	-0.7
Cc1ccc(N2CC(C(=O)N3CCC(C(=O)NCCCOC(C)C)CC3)CC2=O)cc1 (stereo unspecified)	-2.1	0.6	-3.4	-0.6	-0.6	-4.2	2.8
CNC(=O)C[C@@H]1CC[C@H]2[C@@H](COc3ccc(NC(=O)Nc4c(C)noc4C)cc3C(=O)N2C)O1	.	-2.2	41.7[16.7 µM]	-3.6	0.2	.	0.6
COc1ccc(C(C(=O)NC(C)(C)C)N(C(=O)CNC(=O)c2cccs2)c2cccnc2)cc1OC (stereo unspecified)	0.3	-2.2	.	34.0	1.7	-3.8	0.5
COc1cc(OC)cc(-c2nc3ccccc3c(=O)n2OC(=O)c2ccc(Br)cc2)c1	-0.9	.	.	6.9	.	1.8	.
C[C@@H]1CN([C@@H](C)CO)C(=O)c2cc(NS(=O)(=O)c3cccs3)ccc2O[C@@H]1CN(C)S(=O)(=O)c1cccs1	.	1.6	13.8[16.7 µM]	.	.	.	-22.9

Compound activity deposited in PubChem by Broad Institute.
